# High-throughput results from PubChem.
# PGC1a acetyl inh: inhibitors of PGC1a acetylation signal, primary screen, cell-based, U2OS, AlphaScreen, inhibitor mode. AlphaScreen anti-acetyl-lysine; with virally co-expressed GCN5 acetyltransferase. 350,000 tested, 0.17% active. inhibition, % at 15.6 µM. AID 651687, 2012;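 active = every replicate shows inhibition of at least 40%; inconclusive = mean inhibition at least 40% but some replicate below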;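 also: 0% = neutral control wells and 100% = positive control wells; some results beyond the cut were filed as inactive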
# PglD inh: C. jejuni PglD acetyltransferase inhibitors, primary screen, biochemical, DTNB colorimetric, single point | UDP-N-acetylbacillosamine N-acetyltransferase PglD (Campylobacter jejuni) | purified PglD enzyme, DTNB colorimetric CoA detection | inhibition, % at 12.5 µM | 360,000 tested, 0.098% active; in the data active = inhibition above about 16%, passing the limit was not always enough; inconclusive = no clear call, values can overlap the other calls; also: strong numbers were not always called active
# An asterisk follows results filed as active; ? = inconclusive. Some of the compounds tested. The share of hits here may be higher or lower than overall.
PGC1a acetyl inh	PglD inh	SMILES
-12	5	CC(=O)c1c(O)cc(=O)n(-c2ccccc2)c1-c1ccc(C)cc1
0	10	Cc1ccc(-c2nnc(SCC(=O)N3CCCc4ccccc43)n2N)cc1
53	-2	COc1ccc(N2C(=O)C(Cl)=C(N3CCCC(C)C3)C2=O)cc1 (configuration not stated)
1	3	CCOc1ccc(C(C)(C)C)cc1S(=O)(=O)N1CCOCC1
7	1	CCC(=O)Nc1cccc(NC(=O)c2ccc3c(c2)OCCO3)c1
4	3	CCOC(=O)Cc1nnc(NC(=O)c2ccco2)s1
13	3	Cc1nn2c3ccccc3n(C)c2nc1=O
0	5	COc1ccccc1NC(=O)N(CCN(C)C)Cc1cc2cc(C)ccc2[nH]c1=O
3	-10	O=C(NC1CCCC1)C(c1cccnc1)N(C(=O)c1csnn1)C1CCCC1 (configuration not stated)
3	5	Cc1noc(C)c1COC(=O)COc1cccc2c1OC(C)(C)C2
-5	6	O=c1oc2cc(O)ccc2c2ccccc12
-6	-1	COc1ccc(C(=O)N(CC2CCCO2)C(C(=O)NC2CCCC2)c2ccc(Cl)cc2)cc1OC (configuration not stated)
0	8	CCc1nnc2sc(-c3ccc(NC(=O)CSc4ccc(Cl)cc4)cc3)nn12
-2	1	N#C/C(=C\c1ccc(Cl)cc1)c1nc2ncccc2[nH]1
6	-3	CCOC(=O)c1c(C)n(C)c2ccc(O)c(CN(C)C)c12
-3	5	CCCOC(=O)Nc1ccc(S(=O)(=O)Nn2cnnc2)cc1
7	-5	N#CCCN1CCN(CCC#N)CC1
5	1	Cc1ccc(C(=O)N2CCN(C(=O)CN3CCOCC3)C2)cc1
-12	1	Cc1nc2sc(C(c3ccc(Cl)cc3)N3CCOCC3)c(O)n2n1 (configuration not stated)
-1	2	CCOc1ccc(Nc2nc(Cc3nnc(SCC(=O)c4ccc(C)cc4)o3)cs2)cc1
16	-3	Cc1ccc(Cn2nnc3c(=O)[nH]c(C4CCN(S(=O)(=O)c5ccc(C)cc5)CC4)nc32)cc1
-16	5	Cc1cc(C)cc(OCC(=O)OCCN2C(=O)c3ccccc3C2=O)c1
-6	-3	CC(C)OP(=O)(c1ccc(N(C)C)cc1)C(O)c1ccncc1 (configuration not stated)
-3	-3	CCN(CC)c1ccc(NC(=O)COc2ccc(C)cc2)cc1
-1	4	Cc1ccc(C(=O)N2CCN(C(=O)CN3CCCC3)C2)cc1
3	8	CCOc1ccccc1NC(=O)c1ccccc1N(C)S(C)(=O)=O
3	4	Cc1ccc(C(c2nnnn2Cc2ccccc2)N2CCN(Cc3ccccc3)CC2)cc1 (configuration not stated)
9	5	c1ccc(-c2nc[nH]c2-c2ccccc2)cc1
-3	3	Cc1ccc(N=Nc2c(N)n(-c3ccccc3)[nH]c2=O)cc1
4	-3	COc1cc(OC)nc(NC(C)=O)n1
10	1	Cc1ccc2c(CC(=O)OCc3cc(=O)n4c(n3)sc3ccccc34)coc2c1
13	1	O=C(O)CCc1ccc(-c2ccccc2)n1-c1ccc(C(=O)O)cc1
14	1	Cc1cc(NCCCN2CCOCC2)n2nc(C)c(-c3ccccc3)c2n1
-18	-5	CC1(C)Cc2cccc(OCC(=O)Nc3cccnc3Cl)c2O1
11	-2	O=C(Nc1c(C(=O)N2CCOCC2)cnn1-c1ccccc1)c1ccco1
-4	-7	CC(C)OC(=O)c1cc(=O)[nH]c2ccccc12
4	-5	COc1ccc(OC)c(NC(=O)CSCc2cnn(-c3ccccc3)c2-n2cccc2)c1
4	-3	COc1ccc(N(CC(=O)NC2CCCC2)C(=O)CCC(=O)Nc2cc(C)on2)c(OC)c1
-2	5	Cc1ccc(CN2CCN(CC3CC4C=CC3C4)CC2)cc1 (configuration not stated)
-1	2	COC(=O)Nc1ccc(S(=O)(=O)N2CCC(C)CC2)cc1
19	6	O=C(/C=C/c1ccccc1)c1ccccc1O
-4	-15	CCCOc1ccccc1N/C(=N\S(=O)(=O)c1ccc(C)cc1)Nc1nc(C)cc(C)n1
-1	3	O=c1c2cn[nH]c2[nH]c(=S)n1-c1ccccc1F
8	-3	O=C(CSc1nnc(CNc2ccc(F)cc2)n1Cc1ccco1)N1CCCC1
-2	-4	COc1ccccc1N(CC(=O)Nc1ccc(S(=O)(=O)N2CCCCC2)cc1)S(C)(=O)=O
-13	-9	O=C(OCC(=O)N1CCN(C(=O)c2ccco2)CC1)c1ccc(S(=O)(=O)N2CCCCC2)cc1
1	-1	CCC(NS(=O)(=O)c1ccc(C)cc1)C(=O)N1CCC2(O)CCCCC2C1 (configuration not stated)
10	-2	CCOC(=O)c1nnc(-c2ccc(C)cc2)nc1Sc1ccc(Cl)cc1
23	6	COc1ccc(CNC(=O)C(=O)NCC2CCCO2)cc1 (configuration not stated)
2	-5	COc1cc(C(=O)Oc2ccccc2N)cc(OC)c1OC

# Additional entries
PGC1a acetyl inh	PglD inh	SMILES
-5	0	COc1cccc(C2=NOC(C(=O)NC3CCCCC3)C2)c1 (configuration not stated)
-17	3	Cc1ccc(C)c(S(=O)(=O)NCC(=O)Nc2sc3c(c2C(N)=O)CCC(C)C3)c1 (configuration not stated)
6	0	CCOC(=O)C1CCCN(c2nc3ccccc3nc2C(C#N)C(=O)NCc2ccccc2)C1 (configuration not stated)
7	5	O=C(CN(Cc1ccccc1Cl)C(=O)c1ccc(CN2CCOCC2)o1)NCC1CCCO1 (configuration not stated)
12	1	CCOc1ccc(S(=O)(=O)Nc2cc(Cl)ccc2O)cc1
2	1	CN(C(=O)c1cccc(C#N)c1)c1nnc(-c2ccccn2)s1
-13	-1	CCCC12CN3CC(C)(CN(C1)C3c1ccc3c(c1)OCO3)C2=O (configuration not stated)
-16	2	Cc1cc(C)n(CC(O)COc2ccccc2)n1 (configuration not stated)
-3	0	O=C(C[C@H]1C[C@H](C(=O)N2CCCCC2)[C@@]2(CCc3ccccc3)c3[nH]c4cc(-c5ccco5)ccc4c3CCN2C1=O)NCCC1=CCCCC1
3	-1	CS(=O)(=O)N1CCN(C(=O)c2ccncc2)CC1
11	-3	N#Cc1c(Oc2ccc3ccccc3c2)sc(C(=O)c2ccccc2)c1N
-16	-4	COc1ccc(C(=O)Nc2c3c(nn2-c2cccc(Cl)c2)CS(=O)C3)cc1 (configuration not stated)
-8	-1	COc1cccc(C2C=C(c3ccc(OC)cc3OC)Nc3nnnn32)c1 (configuration not stated)
9	3	O=C(O)c1ccccc1C(=O)N1CCN(c2ccccc2)CC1
-29	4	COc1ccc(S(=O)(=O)N2CCC(C(=O)N3CCCCCC3)CC2)cc1
-9	1	CC(=O)C1=NOC(CNC(=O)c2c(-c3ccccc3Cl)noc2C)C1 (configuration not stated)
-2	1	COCCN(CC(=O)NCc1ccccc1)C(=O)CCC(=O)Nc1ccccn1
-1	8	Cc1ccccc1OCCNC(=S)Nc1ccccc1
7	-2	Cc1ccc(S(=O)(=O)NCCN=C(CN2CCOCC2)NS(=O)(=O)c2ccc(C)cc2)cc1
6	16	Cc1cccc(NC(=O)COC(=O)CNC(=O)C2CCCCC2)c1
12	-15	c1ccc(-c2noc(-c3ccc4ccccc4c3)n2)nc1
1	-3	Cc1cc[n+](CC(=O)Nc2cc(C(F)(F)F)ccc2Cl)cc1
14	-1	COc1ccc(-n2ccc(=O)c3c2CCCC3=O)cc1
-3	-5	CCc1nc(OCc2ccco2)c2sc3nc4c(cc3c2n1)COC(C)(C)C4
-4	0	O=C(CCCN1C(=O)c2ccccc2C1=O)NC1CCCCCC1
7	1	CCOC(=O)c1ccc(COC(=O)c2ccc(-c3nnc(-c4ccccc4)o3)cc2)o1
-1	-9	COc1nc(N(C)S(=O)(=O)c2ccc(C)cc2)nc(C)c1Cl
-4	-4	O=C(c1ccco1)N(Cc1nc2ccccc2c(=O)[nH]1)C1CCCC1
28	-2	O=C(CN1C(=O)c2cccc3cccc1c23)NCC1CCCO1 (configuration not stated)
5	0	CCCCc1c(C)c2ccc(OCC(C)=O)cc2oc1=O
-5	-8	CCN(CCO)C(=O)C(c1ccccc1)c1ccccc1
9	2	Cc1ccc(/C=C/C(=O)N2CC(C)CC(C)C2)o1 (configuration not stated)
14	-6	Cc1ccc(Oc2ccccc2/C=N/O)cc1
?	-1	O=C(CN(Cc1ccc2c(c1)OCO2)C(=O)CNS(=O)(=O)c1ccccc1)NCc1ccco1
-4	-5	O=C(CCCn1c(=O)c2ccccc2n(CC(=O)NCc2ccco2)c1=O)NCc1ccco1
-5	-5	CCCCOc1ccc(C(=O)N/C(=C\c2cccc([N+](=O)[O-])c2)C(=O)OC(C)C)cc1
-6	-4	CCOC(=O)N1CCN(S(=O)(=O)c2ccc(C(=O)NNc3nc4cc(C)cc(C)c4s3)cc2)CC1
13	0	COC(=O)c1c(C#N)c(N)nc2c1CCCC2
-9	2	O=C1c2ccccc2C(=O)N1c1ccccc1S(=O)C(F)(F)F (configuration not stated)
2	-6	COC(=O)C1CSC(C(=O)OC)N1C(=O)Nc1ccccc1 (configuration not stated)
-5	2	CCCn1c(=O)c2c(C(F)(F)F)cc(-c3ccco3)nc2n(CCC)c1=O
4	4	N#Cc1cc(Cl)c(N2CCOCC2)cc1C#N
-11	-25	CC(=O)c1ccc(N=Cc2c(O)n(-c3cc(Cl)ccc3N3CCOCC3)c(=O)c3ccccc23)cc1
-4	0	O=C(Nc1cccc(NC(=O)N2CCN(c3ccccc3)CC2)c1)N1CCN(c2ccccc2)CC1
-20	2	CCOc1ccc(Nc2oc(-c3cccs3)nc2C#N)cc1
-2	1	CCOc1cc(C(=O)O)cc(Cl)c1OC
6	-3	Cn1c(CNc2nc(-c3ccccc3)cs2)nnc1SCC(=O)N1CCc2ccccc21
-11	-4	O=C(OCc1cnc(Cl)s1)c1ccc(Cl)cc1
7	-6	O=c1c2cnn(-c3ccc(F)cc3)c2ncn1Cc1ccc(F)cc1
-26	-1	Cc1ccc(N(CC(=O)N/N=C/c2cc(C)n(-c3ccccc3)c2C)S(C)(=O)=O)c(C)c1
-1	3	Cc1ccc(C)n1NC(=O)c1ccco1
